TDP1 block = qHTS Assay for Inhibitors of Tyrosyl-DNA Phosphodiesterase (TDP1). recombinant TDP1, AlphaScreen DNA substrate cleavage. actives 0.28% (n = 350,000). Tyrosyl-DNA phosphodiesterase 1 (Homo sapiens), Q9NUW8. Potency, µM (highest dose often 130 µM), inactives show at the highest dose activity change, negative = inhibition, usual class: inhibitors. AID 485290, 2010; also: nearly all actives have a fitted effect of over 40% in size
Target sequence (Q9NUW8 whole entry, looked up): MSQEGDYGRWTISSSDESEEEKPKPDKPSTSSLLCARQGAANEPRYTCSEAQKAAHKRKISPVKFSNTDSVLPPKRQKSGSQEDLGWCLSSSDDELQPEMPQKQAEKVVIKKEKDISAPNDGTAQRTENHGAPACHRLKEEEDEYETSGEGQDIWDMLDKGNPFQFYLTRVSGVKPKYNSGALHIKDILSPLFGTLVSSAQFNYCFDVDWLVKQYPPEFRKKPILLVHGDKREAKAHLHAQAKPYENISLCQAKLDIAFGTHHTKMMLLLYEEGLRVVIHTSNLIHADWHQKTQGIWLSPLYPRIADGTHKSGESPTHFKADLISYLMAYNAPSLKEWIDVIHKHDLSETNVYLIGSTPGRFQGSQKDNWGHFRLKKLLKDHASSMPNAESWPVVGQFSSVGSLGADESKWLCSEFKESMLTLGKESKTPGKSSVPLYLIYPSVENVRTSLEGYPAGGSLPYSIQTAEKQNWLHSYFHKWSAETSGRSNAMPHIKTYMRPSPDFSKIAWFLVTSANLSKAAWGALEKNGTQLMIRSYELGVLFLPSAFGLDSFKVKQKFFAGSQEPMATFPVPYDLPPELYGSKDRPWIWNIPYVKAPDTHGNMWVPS
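AlphaScreen read-out: signal falls as enzyme removes the 3' tyrosine-FITC from a 5'-biotinylated DNA oligo (15 nM, 5 min, RT). Enzyme was E. coli-made recombinant Tdp1 at 1 nM, exposed to compound for 15 min beforehand; beads 10 ug/ml, 10 min.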
TDP1 cell noCPT = qHTS for Inhibitors of human tyrosyl-DNA phosphodiesterase 1 (TDP1): qHTS in cells in absence of CPT. AID 686978, 2013. DT40 Tdp1-/- hTDP1 cells, no CPT, ATP luminescence, 48 h. Potency, µM (highest dose often 46.2 µM), for the others: at the highest dose activity change, negative = growth inhibition, most hits filed as inhibitors. actives 15% (n = 420,000); also: nearly all actives have a fitted effect of over 55% in size
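DT40 Tdp1-/-;hTDP1 cells, no CPT (DMSO vehicle only), 400 cells/well; compounds pin-transferred; ≥48 hr, 37 °C; CellTiter-Glo 30 min RT dark, luminescence read.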
DT40 TDP1 CPT = qHTS for Inhibitors of human tyrosyl-DNA phosphodiesterase 1 (TDP1): qHTS in cells in presence of CPT. chicken DT40 Tdp1-/-;hTDP1 cells + 20 nM CPT, ATP luminescence, 48 h. Potency, µM (doses to about 46.2 µM), without a hit: at the highest dose activity change, negative = growth inhibition, actives largely listed as inhibitors. actives 12% (n = 420,000); also: nearly all actives have a fitted effect of over 55% in size
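Cell growth measured by CellTiter-Glo luminescence after a minimum 48 h, 37 C compound exposure with 20 nM CPT in Tdp1-knockout DT40 cells stably expressing hTDP1, seeded 400/well; qHTS titration format.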
* marks the source's active call; other numbers are inactive results; u = inconclusive; x = not tested or not shown; & = joins results of further samples; [ ] = another dose, or the depositor's remark. Calls follow the shape of the dose curve; as a rule, active = well fitted curve in the direction sought with a large enough effect; inconclusive = small, poorly fitted or top-dose-only effect, or another doubt; inactive = no such curve, though single readings can be large; an effect the other way counts as inactive or inconclusive. % is scaled to controls: 0 for no effect and ±100 for the full control effect; potency is read from the fitted curve at half-maximal effect.

SMILES | TDP1 block | TDP1 cell noCPT | DT40 TDP1 CPT
Nc1[nH]c(C(=O)c2ccccc2)c(-c2ccccc2Br)c1C(=O)NCCc1c[nH]c2ccccc12 | x | 20.6µM* | 16.4µM*
CCOC(=O)c1sc(NC(=O)CSc2nnnn2-c2ccc(C)cc2)c(C(=O)OCC)c1C | 2.6% | u | u
CCCCN(C(=O)NC(=O)Nc1ccc(C)cn1)S(C)(=O)=O | 2.7% | 0.4% | 3.8%
O=S(=O)(c1ccccc1)c1nc(-c2ccccc2)oc1N1CCN(c2cccc(Cl)c2)CC1 | 2.5% | u | u
C[C@@H]1CN([C@H](C)CO)C(=O)CCCn2cc(nn2)CO[C@H]1CN(C)C(=O)Nc1ccc(F)cc1 | x | 1.4% | -3.2%
CC1(C)C2CCC1(CS(=O)(=O)NCc1ccc(C(=O)O)cc1)C(=O)C2 (stereo not given) | -3.1% | 12.3% | 9.0%
CCO[C@H]1OC(C(=O)Nc2ccccc2)=C[C@@H](C)[C@@H]1CCCO | 2.6% | -17.2% | -2.4%
c1ccc2[nH]ccc2c1 | x | -9.0% | -16.7%
CC(C)Cn1c(SCC(=O)NC2CC2)nc2ccc(Cl)cc2c1=O | x | u | -22.8%
CCNC(=O)NC1(C(=O)Nc2ccc3c(c2)OCCO3)CCCCC1 | 3.8% | 10.8% | 16.4%
COc1ccc(NC(=O)CCN2C(=O)c3ccccc3S2(=O)=O)c(OC)c1 | 0.0% | -24.4% | 33.7%[activator]
O=C(O)C1CC(=O)N(CCOc2ccccc2)C1 (stereo not given) | 1.1% | -6.9% | -5.1%
O=[N+]([O-])c1ccc(S(=O)(=O)NNC(=S)NCCc2ccccc2)cc1 | 5.8% | 2.7% | -5.5%
CCOC(=O)C1=NN(c2ccccc2C)C2=NC(C)=C(C(=O)OC)C(c3cccc(OC)c3)N12 (stereo not given) | 3.8% | 4.9% | 20.6%
COC(=O)CN(c1ccc(C(C)C)cc1)S(=O)(=O)c1c(C)[nH]c(=O)[nH]c1=O | 2.5% | -8.3% | -4.3%
C=CCn1c(=NC(=O)CC)n(C)c2ccccc21 | 0.6% | -0.4% | u
CCCOC(=O)c1ccc(Oc2coc3c(CN(CC)CC)c(O)ccc3c2=O)cc1 | 1.3% | u | -6.8%
COc1ccc(Cc2noc(CN(C)CC(O)c3ccccc3)n2)cc1OC (stereo not given) | 9.0% | -22.1% | -11.2%
COc1ccc(CN2CCCN(C)CC2)c(OC)c1C | x | u | -14.6%
Cc1ccc(Cn2c(CN3CCN(c4cccc(Cl)c4)CC3)nc3c2c(=O)n(C)c(=O)n3C)cc1 | 4.7% | u | 18.4µM*
COc1ccccc1C(=O)NC(=O)COC(=O)CNC(=O)c1ccccc1F | -0.1% | 2.7% | -2.3%
CC(=O)Nc1cccc(NC(=O)C(=O)NCC(c2ccco2)N2CCc3ccccc32)c1 (stereo not given) | 3.4%[0.505 µM] | u | u
Cc1cccc(C(=O)Nc2ccc(O)cc2)c1 | -2.0% | u | -21.2%
COc1ccc(NC(=O)CCCN2C(=O)/C(=C\c3ccco3)SC2=S)cc1 | 7.9% | 16.4µM* | u
CCCCN(CCCNC(=O)c1ccc(CS(=O)(=O)c2ccc(OC)cc2)o1)Cc1ccccc1 | 0.8% | u | u
COc1ccc(Nc2nc(N3CCCC3)nc3ccccc23)c(OC)c1 | -2.3% | u | u
CC(=O)Nc1ccc(Nc2nc(-c3ccccc3)nc3ccccc23)cc1 | -2.7% | 23.1µM* | 18.4µM*
CCN(CC)C(=O)C1CCCN(Cc2ccccc2C(F)(F)F)C1 (stereo not given) | -1.1% | u | u
O=S(=O)(c1cccc2cccnc12)N1CCN(c2ccc(F)cc2)CC1 | -3.6% | 5.3% | -8.4%
O=C(NCC1CCCCC1)c1cc2ccccc2cc1O | -4.2% | u | 20.6µM*
CCN(CC)CCn1c2c(c(SCC(=O)Nc3nc(C)cs3)nc1=O)CCCC2 | 3.2% | 7.0% | 20.1%
Cc1ccc(-c2cc(C(=O)N/N=C\c3cnn(C)c3C)c3ccccc3n2)cc1C | 5.9% | 10.3µM* | 11.6µM*
Nc1ccc(S(=O)(=O)Nc2ccnn2-c2ccccc2)cc1 | 7.4% | 4.0% | -0.5%
Cc1nn(CCC(=O)NNC(=S)Nc2ccc(F)cc2)c(C)c1[N+](=O)[O-] | 6.2% | -5.4% | -34.0%
O=C(N/N=C/c1cccnc1)c1ccc(Cl)c(Cl)c1 | x | -9.4% | -2.2%
COC(=O)c1cccc(C23CC4(C2)[C@H](CN(Cc2ccc(C(F)(F)F)cc2)[C@@H]4c2ccccc2)C3c2ccc(C(F)(F)F)cc2)c1 (stereo not given in full) | 9.3%&7.1% | u | u
CCN(CC)S(=O)(=O)c1ccc(C(=O)NCC(c2cccs2)N2CCOCC2)cc1 (stereo not given) | 4.1% | -15.1% | u
CC(=O)c1ccc(NC(=O)CSc2cn(CC(=O)N3CCCCC3)c3ccccc23)cc1 | 7.7% | 20.6µM* | u
Cn1c(NCCc2ccncc2)nc2cc(-c3cccc(Cl)c3)sc2c1=O | x | -14.1% | -16.3%
Cc1ccc(-n2ncc3c(NCc4cccnc4)ncnc32)cc1C | 1.1% | u | 20.6µM*

Next section; the last two above are carried over.
SMILES | TDP1 block | TDP1 cell noCPT | DT40 TDP1 CPT
Cn1c(NCCc2ccncc2)nc2cc(-c3cccc(Cl)c3)sc2c1=O | x | -14.1% | -16.3%
Cc1ccc(-n2ncc3c(NCc4cccnc4)ncnc32)cc1C | 1.1% | u | 20.6µM*
O=C(NCc1ccc2c(c1)OCO2)c1cc2ncc(Br)cn2n1 | x | 4.1% | -1.3%
O=C(O)c1cc(-c2ccc(/C=N/NC(=S)Nc3ccccc3)o2)ccc1Cl | x | -18.0% | -5.1%
CCOC(=O)c1[nH]c(C)c(CN(CCc2ccccc2)C(=O)CCC(=O)O)c1C | 4.0% | -0.1% | u
Cc1ccc(-c2cc(C(=O)Nc3ccccn3)c3ccccc3n2)o1 | x | 23.1µM* | u
O=C(CCC(=O)N1CCCC1)Nc1ccc([N+](=O)[O-])cc1 | 0.0% | 2.9% | 0.9%
CCN1/C(=C2\SC(=S)N(Cc3ccccc3)C2=O)Sc2ccccc21 | 0.0% | u | -23.4%
COc1cc(-c2cnc3c(NC=O)cc(-c4ccsc4)cn23)cc(OC)c1OC | x | 0.164µM* | 0.184µM*
CCOc1ccc(C(=O)NC(=S)Nc2ccccc2OC)cc1[N+](=O)[O-] | -2.4% | -27.6% | -21.3%
CC(C)c1ccc(/C=C(\C#N)c2nc(-c3cc4ccccc4oc3=O)cs2)cc1 | -0.4%[12.3 µM] | 3.3% | -13.7%
FC(F)(F)c1ccccc1Cc1c(-c2cccc(Br)c2)nc2ccc(Br)cn12 | x | u | u
COCCn1c(SCC(=O)Nc2cccc(C)n2)nnc1-c1ccco1 | -1.2% | -0.1% | 1.8%
CCOC(=O)C(CC1=CS(=O)(=O)c2ccc(Cl)cc21)(NC(C)=O)C(=O)OCC | x | -9.9% | 3.6%
CSc1ccccc1NC(=O)COC(=O)/C=C/c1ccco1 | x | -20.2% | -3.4%
COC(=O)c1sc2ccccc2c1-n1cccc1C(=O)C(=O)Nc1ccc(OC)cc1 | 5.9% | u | u
CCOC(=O)c1c(C)[nH]c(C(=O)OCC(=O)NC2CCS(=O)(=O)C2)c1C (stereo not given) | -3.4% | u | -7.1%
CCN(c1ccccc1C(=O)O)S(=O)(=O)c1cccc2nsnc12 | x | -2.0% | 2.6%
O=C(Nc1nnc([C@@H]2C[C@H](O)[C@@H](CO)O2)s1)Nc1cccc(Cl)c1Cl | x | -1.4% | -24.0%
O=C(Nc1cccc(Cl)c1)C1C2C=CC3(O2)C1C(=O)N(CCCN1CCCCC1)C3C(=O)NC1CCCCC1 (stereo not given) | -0.5% | 7.1% | 14.5%
CC1CC(C)(C)NC(=S)N1CCCC(=O)N1CCN(c2ccccc2F)CC1 (stereo not given) | 1.2% | u | u
Cc1oc(-c2ccccc2F)nc1CS(=O)(=O)CC(=O)N1CCN(Cc2ccccc2)CC1 | 0.0% | u | u

Single records, as listed above.
`COCCn1c(SCC(=O)Nc2cccc(C)n2)nnc1-c1ccco1` across the screens: TDP1 block: -1.2%; TDP1 cell noCPT: -0.1%; DT40 TDP1 CPT: 1.8%
`CC(=O)Nc1ccc(Nc2nc(-c3ccccc3)nc3ccccc23)cc1` across the screens: TDP1 block: -2.7%; TDP1 cell noCPT: 23.1µM*; DT40 TDP1 CPT: 18.4µM*

Following part:
SMILES | TDP1 block | TDP1 cell noCPT | DT40 TDP1 CPT
CCN(CC)c1nc2ccccc2nc1C(=O)Nc1cc(OC)c(OC)c(OC)c1 | 6.4% | 13µM* | 16.4µM*
Cc1ccc(C(=O)NCC(=O)OCC(=O)c2ccc3c(c2)NC(=O)CO3)cc1C | 2.3% | -7.4% | 7.3%
CCNC(=S)N1CCN(c2ccc([N+](=O)[O-])cc2)CC1 | 3.2% | -91.7% | -81.3%
CC(C)NC(=O)Nc1ccc2c(c1)C(=O)N([C@@H](C)CO)C[C@@H](C)[C@H](CN(C)Cc1ccccc1)OCCCC[C@H](C)O2 | x | u | -18.6%
Cc1ccc(S(=O)(=O)N2CCCCC2)cc1C(=O)N1CCCCCC1 | 1.7% | -11.8% | -13.3%
Cc1ccc(S(=O)(=O)N/N=C/c2cccc3c2OCCO3)cc1 | 5.5% | -36.7% | u
CCOC(=O)N1CCN(S(=O)(=O)CCNC(=O)c2cccc(OC)c2)CC1 | x | -11.8% | 0.7%
O=C(ON=C1CCN(S(=O)(=O)c2ccccc2)CC1)c1ccc(Cl)cc1 | 4.9% | 1.6% | -4.2%
COc1ccc(-c2nnc(SCc3cccc(C#N)c3)o2)cc1 | 2.3% | -10.1% | u
CCOc1ccc(S(=O)(=O)N2CCOCC2)cc1NS(=O)(=O)c1ccc(OC)c([N+](=O)[O-])c1 | 4.0% | -14.5% | -22.3%
Cn1nccc1C(=O)NC1CCCc2c1cnn2-c1ccc(C(C)(C)C)cc1 (stereo not given) | 6.3% | 2.91µM* | 2.91µM*
CCCN1CCN(CCCNC(=O)CN2C(=O)c3cccnc3Oc3ccc(C)cc32)CC1 | 1.7% | 21.5% | -8.8%
CCc1ccc([C@H]2[C@@H]3C(=O)C[C@@H]4C(=O)NC(=O)[C@@H]4[C@@H]3CN2S(=O)(=O)c2ccc(C)cc2)cc1 | x | -8.2% | 0.3%
Cn1c(=O)c2c(nc(NCCO)n2C)n(C)c1=O | 4.5% | -10.6% | -8.8%
Cc1cc(S(=O)(=O)NCCC2=CCCCC2)ccc1Br | -14.2% | u | -0.1%
CN1CCN(c2ccc(NC(=O)c3ccc4c(c3)OCO4)cc2)CC1 | 2.9% | 3.2% | -8.3%
CCc1nnc(NC(=O)CSc2nc3c(cc2C#N)CCCC3)s1 | 2.2% | -1.8% | -27.4%
CCc1c(C)nc(SCCOc2ccc(OC)cc2)[nH]c1=O | 3.7% | u | u
Fc1ccc(-c2nnc(-c3ccc(Cl)cc3Cl)o2)cc1 | 0.0% | -9.4% | -28.9%
NS(=O)(=O)c1ccc(NCCCn2ccnc2)c([N+](=O)[O-])c1 | 11.7% | -4.0% | 2.9%
CCOC(=O)CC1CCCCN1Cc1cn(C)nc1-c1ccc2c(c1)OCCO2 (stereo not given) | -5.6% | -11.0% | 0.8%
Cc1ccc(OC(=O)CCN2C(=O)c3ccccc3C2=O)cc1C | -5.4% | -0.2% | -2.8%
Cc1ccc(NC(=O)C2CCCN2C(=O)c2cccs2)c(C)c1 (stereo not given) | 9.5%[0.0935 µM] | 1.4% | -6.3%
CC(=O)c1cnn(-c2cc(Oc3ccccc3C)ncn2)c1C | 3.9% | u | u
O=C(Nc1cccc(C(=O)O)c1)/C(=C\c1ccco1)NC(=O)c1ccccc1Cl | x | 0.0% | 14.2%
COc1ccc(Cn2c(C)c(C)c(C#N)c2NC(=O)Nc2ccccc2)cc1 | 6.8% | u | u
FC(F)c1nnc2ccc(Cl)nn12 | 2.4% | 10.3% | -2.2%
Cc1c(C(=O)NCc2ccc3c(c2)OCO3)sc(=O)n1Cc1cccc(F)c1 | x | u | u
O=C(NNC(=S)Nc1ccccc1)c1cc(-c2cccnc2)nc2ccccc12 | 9.2% | -14.4% | -21.3%

2 consecutive records already listed, for reference:
SMILES | TDP1 block | TDP1 cell noCPT | DT40 TDP1 CPT
NS(=O)(=O)c1ccc(NCCCn2ccnc2)c([N+](=O)[O-])c1 | 11.7% | -4.0% | 2.9%
CCOC(=O)CC1CCCCN1Cc1cn(C)nc1-c1ccc2c(c1)OCCO2 (stereo not given) | -5.6% | -11.0% | 0.8%

Screening data (PubChem)
